DAX1 inh-1: blocks DAX1 repression of SF-1 activated StAR promoter; HEK293T StAR-luciferase reporter, SF-1/DAX-1 repression relief; inhibition, % at 6.8 µM; actives 1.1% (n = 370,000); AID 652010;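 active = inhibition above the mean over all tested compounds plus 3 SD, cut at about 3.6% in these data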;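 also: 0% = DAX-1 cells with DMSO and 100% = cells lacking DAX-1 with DMSO; higher inhibition means more luminescence from relief of DAX-1 repression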
hcDAF-12 act: activators of H. contortus DAF-12 nuclear receptor; HEK293 hcDAF-12 lit1-tk-luc reporter, luminescence; 0% DMSO, 100% Δ7-dafachronic acid; activation, % at 6.8 µM; actives 1.4% (n = 370,000); AID 652067;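 active = activation above the mean of all tested compounds plus 3 SD, cut at about 5.5% in these data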;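 also: 100% = response to 3 µM Δ7-dafachronic acid high control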
ssDAF12 agonist: activators of S. stercoralis DAF-12 nuclear receptor | HEK293 ssDAF-12/GRIP1 lit1-tk-luc reporter, luminescence; % of 3 µM dafachronic acid response | activation, % at 6.8 µM | actives 1% (n = 370,000) | AID 652126;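 active = activation above the mean over all tested compounds plus 3 SD, cut at about 0.9% in these data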;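 also: 0% = DMSO-only wells and 100% = 3 µM delta7-dafachronic acid wells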
sPLA2-III inh: Blocks human group III sPLA2 activity; inhibition, % at 12.2 µM; actives 0.56% (n = 370,000); QFRET BODIPY PC-A2 liposome hydrolysis, fluorescence;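 active = inhibition above mean plus 3 SD of compounds lying within the high and low control bounds, cut at about 19% in these data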;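 also: 0% = median of test compound wells and 100% = no enzyme DMSO wells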
DAX1 inh-2: NR0B1 (DAX1) inhibition; actives 0.99% (n = 340,000); AID 504766; P51843; inhibition, % at 6.75 µM; HEK293 Gal4-DAX1 luciferase reporter, luminescence;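 active = inhibition above the mean over all tested compounds plus 3 SD, cut at about 4.2% in these data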;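 also: 0% = DAX1-transfected cells with DMSO and 100% = empty-vector control cells with DMSO; inhibition shows as a rise in luminescence from relieved DAX1 repression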
ADAM10 inh: inhibits human ADAM10; O14672; recombinant ADAM10, EDANS/DABCYL FRET peptide cleavage, 3 h; inhibition, % at 7 µM; actives 0.62% (n = 370,000); AID 720582;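 active = inhibition above a per-campaign cutoff equal to the mean of compounds falling between control-based bounds plus 3 SD, cut at about 20% in these data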;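 also: 0% = DMSO wells while the 100% control is not disclosed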
PLC-gamma1 inh: PLC-gamma1 (human) inhibition, primary screen | AID 720700 | P19174 | purified PLC-gamma1, fluorogenic substrate, fluorescence | inhibition, % at 12.2 µM | actives 0.84% (n = 370,000); in the data active = inhibition above about 9.5%
Target sequence (P19174 whole entry, looked up): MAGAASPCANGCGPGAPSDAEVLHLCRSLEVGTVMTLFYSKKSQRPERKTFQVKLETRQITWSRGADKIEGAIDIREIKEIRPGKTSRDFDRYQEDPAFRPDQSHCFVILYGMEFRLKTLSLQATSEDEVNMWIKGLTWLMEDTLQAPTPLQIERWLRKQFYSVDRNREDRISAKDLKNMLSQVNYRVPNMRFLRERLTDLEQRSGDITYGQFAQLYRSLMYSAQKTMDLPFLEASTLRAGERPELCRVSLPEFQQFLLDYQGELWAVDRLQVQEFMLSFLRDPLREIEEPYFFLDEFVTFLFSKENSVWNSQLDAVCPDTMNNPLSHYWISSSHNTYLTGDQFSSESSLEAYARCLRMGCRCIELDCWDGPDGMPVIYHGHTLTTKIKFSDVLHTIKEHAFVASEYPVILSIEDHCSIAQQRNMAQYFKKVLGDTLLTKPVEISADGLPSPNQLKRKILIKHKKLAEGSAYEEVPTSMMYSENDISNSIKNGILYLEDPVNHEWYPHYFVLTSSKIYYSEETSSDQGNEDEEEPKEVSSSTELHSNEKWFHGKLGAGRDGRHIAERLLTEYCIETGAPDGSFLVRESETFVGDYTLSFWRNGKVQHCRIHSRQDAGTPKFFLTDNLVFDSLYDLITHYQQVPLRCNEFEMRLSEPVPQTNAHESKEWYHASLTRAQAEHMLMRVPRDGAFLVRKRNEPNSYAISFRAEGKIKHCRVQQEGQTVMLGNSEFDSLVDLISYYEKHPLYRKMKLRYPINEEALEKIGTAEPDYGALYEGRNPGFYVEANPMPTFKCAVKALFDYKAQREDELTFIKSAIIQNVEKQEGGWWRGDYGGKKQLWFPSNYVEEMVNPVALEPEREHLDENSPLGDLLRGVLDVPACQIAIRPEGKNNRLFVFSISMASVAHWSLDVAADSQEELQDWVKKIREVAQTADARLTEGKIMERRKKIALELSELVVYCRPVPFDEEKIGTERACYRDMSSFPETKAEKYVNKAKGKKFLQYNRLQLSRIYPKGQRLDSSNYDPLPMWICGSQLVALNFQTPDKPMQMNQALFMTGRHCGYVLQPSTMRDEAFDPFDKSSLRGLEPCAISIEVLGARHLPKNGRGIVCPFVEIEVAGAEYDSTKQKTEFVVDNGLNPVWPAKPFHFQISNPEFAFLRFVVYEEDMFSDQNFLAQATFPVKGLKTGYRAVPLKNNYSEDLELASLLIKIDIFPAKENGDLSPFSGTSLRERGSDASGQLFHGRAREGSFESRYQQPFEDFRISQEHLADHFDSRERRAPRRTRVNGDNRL
hgDAF12 agonist: agonists of H. glycines DAF-12 nuclear receptor; HEK293 GAL4-hgDAF12 UAS-luciferase reporter, agonist luminescence; normalized to butyrate control; activation, % at 6.8 µM; actives 1.8% (n = 370,000);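 active = activation above a cutoff set at the mean of all screened compounds plus 3 SD, cut at about 10% in these data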;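 also: 0% = DMSO wells and 100% = sodium butyrate wells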
ADAM17 inh: inhibitors of human ADAM17 | recombinant ADAM17, EDANS/DABCYL FRET peptide cleavage | inhibition, % at 6.95 µM | AID 720648 | actives 0.83% (n = 370,000);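 active = inhibition above the mean of compounds lying between control limits plus 3 SD, set per campaign, cut at about 8.5% in these data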;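 also: 0% = DMSO-only wells as the low control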
FXN GAA850 act: frataxin GAA850 promoter activation; HEK293 lucGAA850 FXN promoter luciferase reporter, 24 h; percent of 10 µM SAHA response; AID 540364; actives 0.56% (n = 360,000); activation, % at 6 µM;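 active = activation above the average of all compounds screened plus 3 SD, cutoff fixed separately per campaign, cut at about 7.5% in these data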;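 also: 0% = DMSO wells and 100% = 10 µM SAHA wells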
PLCb3 inh: inhibitors of human phospholipase C beta3; actives 0.18% (n = 370,000); Purified PLC-beta3, fluorogenic substrate, fluorescence; inhibition, % at 12.2 µM; Q01970; in the data active = inhibition above about 11%;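 also: 0% = median of compound wells on plate and 100% = full blocker control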
Starred values were filed as active, the others as inactive.

`O=C(NCC1CCCO1)c1cc2ccccc2[nH]1` (configuration not stated) gave DAX1 inh-1 1.1, hcDAF-12 act 1.0, ssDAF12 agonist -0.7, sPLA2-III inh 5, DAX1 inh-2 -0.5, ADAM10 inh 8, PLC-gamma1 inh 0, hgDAF12 agonist 0.6, ADAM17 inh -2, FXN GAA850 act 2.4 and PLCb3 inh 1.
CCc1ccc(N(CC)C(=O)Cc2c(C(=O)O)n(C)c3ccccc23)cc1 was read as DAX1 inh-1 0.2, hcDAF-12 act -0.1, ssDAF12 agonist -0.8, sPLA2-III inh -10, DAX1 inh-2 1.4, ADAM10 inh -5, PLC-gamma1 inh 2, hgDAF12 agonist 1.4, ADAM17 inh 4, FXN GAA850 act -0.2 and PLCb3 inh -9.
Cc1cc[n+](CC(=O)c2cccc([N+](=O)[O-])c2)c2ccccc12 was read as DAX1 inh-1 -0.3, hcDAF-12 act 4.2, ssDAF12 agonist -0.7, sPLA2-III inh -2, DAX1 inh-2 2.7, ADAM10 inh -9, PLC-gamma1 inh -7, hgDAF12 agonist 3.3, ADAM17 inh -5, FXN GAA850 act 0.4 and PLCb3 inh -13.
`CSCCC(NC(=O)c1ccccc1)C(=O)N1CC(C)OC(C)C1` (configuration not stated) gave DAX1 inh-1 -0.3, hcDAF-12 act -1.3, ssDAF12 agonist -0.5, sPLA2-III inh 15, DAX1 inh-2 1.2, ADAM10 inh -8, PLC-gamma1 inh -1, hgDAF12 agonist 1.5, ADAM17 inh -4, FXN GAA850 act 0.2 and PLCb3 inh -5.
For COc1ccccc1CNC(=O)Cn1cccc1C(=O)c1ccccc1C the results were DAX1 inh-1 0.4, hcDAF-12 act 2.4, ssDAF12 agonist -0.1, sPLA2-III inh 1, DAX1 inh-2 0.7, ADAM10 inh 9, PLC-gamma1 inh 4, hgDAF12 agonist 5.7, ADAM17 inh 0, FXN GAA850 act 0.8 and PLCb3 inh -5.
Screening CCOc1cc(N2CCOCC2)c(OCC)cc1NC(=O)c1ccccc1 returned DAX1 inh-1 -1.2, hcDAF-12 act 0.6, ssDAF12 agonist -2.1, sPLA2-III inh 4, DAX1 inh-2 -0.5, ADAM10 inh 6, PLC-gamma1 inh -1, hgDAF12 agonist -3.3, ADAM17 inh 2, FXN GAA850 act 0.4 and PLCb3 inh -6.
For CC(C)=CCN1CCN(Cc2cc(CC(C)C)n[nH]2)CC1CCO (configuration not stated) the results were DAX1 inh-1 1.8, hcDAF-12 act -1.2, ssDAF12 agonist -1.3, sPLA2-III inh 9, DAX1 inh-2 0.5, ADAM10 inh 3, PLC-gamma1 inh 9.6*, hgDAF12 agonist 0.8, ADAM17 inh -3, FXN GAA850 act -0.9 and PLCb3 inh 0.
Screening CCn1cc(C2=NC(CC(C)C)CO2)c2ccccc21 (configuration not stated) returned DAX1 inh-1 0.1, hcDAF-12 act -0.8, ssDAF12 agonist -1.7, sPLA2-III inh 6, DAX1 inh-2 0.5, ADAM10 inh -3, PLC-gamma1 inh -1, hgDAF12 agonist -1.0, ADAM17 inh -9, FXN GAA850 act 4.3 and PLCb3 inh -11.
`CCN(CC)/C(=N/S(=O)(=O)c1ccc(C)cc1)c1ccccc1` gave DAX1 inh-1 0.3, hcDAF-12 act -1.6, ssDAF12 agonist -0.7, sPLA2-III inh 0, DAX1 inh-2 -0.9, ADAM10 inh -2, PLC-gamma1 inh 0, hgDAF12 agonist -1.8, ADAM17 inh -6, FXN GAA850 act 0.7 and PLCb3 inh 1.
Screening CCOC(=O)c1cc(C#N)c(N2CCN(c3ccc(OC)cc3)CC2)[nH]c1=O returned DAX1 inh-1 0.4, hcDAF-12 act -2.3, ssDAF12 agonist -1.3, sPLA2-III inh 9, DAX1 inh-2 -0.7, ADAM10 inh -13, PLC-gamma1 inh 0, hgDAF12 agonist -4.0, ADAM17 inh -4, FXN GAA850 act 0.5 and PLCb3 inh 0.
O=C(CCCOc1ccc(Cl)cc1Cl)NCCc1nnc2ccccn12 was read as DAX1 inh-1 -0.4, hcDAF-12 act 2.0, ssDAF12 agonist -1.6, sPLA2-III inh 3, DAX1 inh-2 0.2, ADAM10 inh 7, PLC-gamma1 inh 3, hgDAF12 agonist -2.4, ADAM17 inh 1, FXN GAA850 act 2.0 and PLCb3 inh -3.
Screening CCCCN(C(=O)c1ccco1)C1CCS(=O)(=O)C1 (configuration not stated) returned DAX1 inh-1 0.9, hcDAF-12 act -0.6, ssDAF12 agonist -0.6, sPLA2-III inh 7, DAX1 inh-2 0.4, ADAM10 inh -2, PLC-gamma1 inh -1, hgDAF12 agonist -2.8, ADAM17 inh -3, FXN GAA850 act 0.9 and PLCb3 inh -5.
`O=C(NNC(=O)C12CC3CC(CC(O)(C3)C1)C2)c1csc(N2CCOCC2)n1` gave DAX1 inh-1 1.2, hcDAF-12 act -0.6, ssDAF12 agonist -1.2, sPLA2-III inh 0, DAX1 inh-2 0.3, ADAM10 inh -2, PLC-gamma1 inh -10, hgDAF12 agonist 1.0, ADAM17 inh 0, FXN GAA850 act 0.2 and PLCb3 inh -13.
O=C(NCCC(=O)N1CCN(c2ccccc2O)CC1)c1ccc(Cl)cc1 was read as DAX1 inh-1 -0.4, hcDAF-12 act 0.4, ssDAF12 agonist 0.0, sPLA2-III inh -6, DAX1 inh-2 0.2, ADAM10 inh 2, PLC-gamma1 inh -2, hgDAF12 agonist 3.7, ADAM17 inh 0, FXN GAA850 act -0.4 and PLCb3 inh -4.
Cc1ccc2c(c1)-c1c(cnn1CC(=O)N(CCC#N)c1ccccc1)CO2 was read as DAX1 inh-1 1.9, hcDAF-12 act -2.0, ssDAF12 agonist -0.7, sPLA2-III inh -1, DAX1 inh-2 -1.2, ADAM10 inh 1, PLC-gamma1 inh 3, hgDAF12 agonist -2.4, ADAM17 inh 0, FXN GAA850 act -1.4 and PLCb3 inh 6.
For Cc1nn(Cc2ccccc2Cl)c(C)c1NC(=O)c1noc(C(C)C)c1[N+](=O)[O-] the results were DAX1 inh-1 -0.1, hcDAF-12 act -0.8, ssDAF12 agonist -0.1, sPLA2-III inh -7, DAX1 inh-2 -0.3, ADAM10 inh 6, PLC-gamma1 inh -1, hgDAF12 agonist -1.3, ADAM17 inh -2, FXN GAA850 act 2.4 and PLCb3 inh -11.
`Cc1ccc(C(=O)NCC(=O)OCC(=O)N(CC(C)C)c2c(N)n(Cc3ccccc3)c(=O)[nH]c2=O)s1` gave DAX1 inh-1 -0.3, hcDAF-12 act -0.8, ssDAF12 agonist -1.3, sPLA2-III inh -10, DAX1 inh-2 0.3, ADAM10 inh -15, PLC-gamma1 inh 3, hgDAF12 agonist 1.1, ADAM17 inh -2, FXN GAA850 act 0.4 and PLCb3 inh 4.
For COc1ccc(C(N)CCc2ccc(C)o2)cc1 (configuration not stated) the results were DAX1 inh-1 -0.5, hcDAF-12 act -1.8, ssDAF12 agonist -1.0, sPLA2-III inh -4, DAX1 inh-2 0.0, ADAM10 inh -7, PLC-gamma1 inh -14, hgDAF12 agonist 1.9, ADAM17 inh -4, FXN GAA850 act -0.4 and PLCb3 inh -19.
COc1cc(OC)cc(C(=O)NC(=S)Nc2ccc(N3CCCC3)cc2)c1 was read as DAX1 inh-1 0.0, hcDAF-12 act 5.5, ssDAF12 agonist 0.7, sPLA2-III inh 4, DAX1 inh-2 -0.5, ADAM10 inh 7, PLC-gamma1 inh 4, hgDAF12 agonist -1.3, ADAM17 inh 2, FXN GAA850 act -1.6 and PLCb3 inh 1.
Screening COc1cc(NC(=S)Nc2cccc(Cl)c2Cl)c(OC)cc1Cl returned DAX1 inh-1 1.1, hcDAF-12 act 1.4, ssDAF12 agonist -0.6, sPLA2-III inh -2, DAX1 inh-2 -0.6, ADAM10 inh -2, PLC-gamma1 inh 5, hgDAF12 agonist -0.5, ADAM17 inh -1, FXN GAA850 act -0.4 and PLCb3 inh 5.

Filtered by structure: those above with a nitro group on carbon (2)
Cc1cc[n+](CC(=O)c2cccc([N+](=O)[O-])c2)c2ccccc12 was read as DAX1 inh-1 -0.3, hcDAF-12 act 4.2, ssDAF12 agonist -0.7, sPLA2-III inh -2, DAX1 inh-2 2.7, ADAM10 inh -9, PLC-gamma1 inh -7, hgDAF12 agonist 3.3, ADAM17 inh -5, FXN GAA850 act 0.4 and PLCb3 inh -13.
For Cc1nn(Cc2ccccc2Cl)c(C)c1NC(=O)c1noc(C(C)C)c1[N+](=O)[O-] the results were DAX1 inh-1 -0.1, hcDAF-12 act -0.8, ssDAF12 agonist -0.1, sPLA2-III inh -7, DAX1 inh-2 -0.3, ADAM10 inh 6, PLC-gamma1 inh -1, hgDAF12 agonist -1.3, ADAM17 inh -2, FXN GAA850 act 2.4 and PLCb3 inh -11.

Carrying on:
Screening C=C[C@@H]1c2cc(C)ccc2N(S(=O)(=O)c2ccc(C)cc2)[C@H](c2ccc(OC(C)=O)cc2)C1(C#N)C#N returned DAX1 inh-1 0.0, hcDAF-12 act 0.1, ssDAF12 agonist -0.7, sPLA2-III inh -9, DAX1 inh-2 0.6, ADAM10 inh 1, PLC-gamma1 inh -3, hgDAF12 agonist 1.7, ADAM17 inh -1, FXN GAA850 act -5.0 and PLCb3 inh 2.
For CCCN(CCC)C(=O)c1ccc2c(c1)N(Cc1ccccc1)C(=O)CS2=O (configuration not stated) the results were DAX1 inh-1 -1.9, hcDAF-12 act 1.9, ssDAF12 agonist -1.4, sPLA2-III inh -12, DAX1 inh-2 0.7, ADAM10 inh -10, PLC-gamma1 inh 2, hgDAF12 agonist 1.6, ADAM17 inh 0, FXN GAA850 act 0.3 and PLCb3 inh 5.
CCOC(=O)c1c(S(=O)(=O)N2CCCCCC2)c(C)n(C)c1C was read as DAX1 inh-1 0.0, hcDAF-12 act -1.5, ssDAF12 agonist -1.2, sPLA2-III inh 4, DAX1 inh-2 0.0, ADAM10 inh -7, PLC-gamma1 inh 0, hgDAF12 agonist 0.1, ADAM17 inh -4, FXN GAA850 act 2.1 and PLCb3 inh -4.
Screening O=C(Nc1ccc(Cl)cn1)C1CCCN1S(=O)(=O)c1cccc2ccccc12 (configuration not stated) returned DAX1 inh-1 -1.0, hcDAF-12 act -1.8, ssDAF12 agonist -1.8, sPLA2-III inh -6, DAX1 inh-2 -0.1, ADAM10 inh 10, PLC-gamma1 inh 4, hgDAF12 agonist 1.1, ADAM17 inh 2, FXN GAA850 act 1.1 and PLCb3 inh 3.
O=c1[nH]c(SCc2n[nH]c(=S)n2-c2ccccc2)nc2ccccc12 was read as DAX1 inh-1 0.7, hcDAF-12 act 0.4, ssDAF12 agonist -0.9, sPLA2-III inh -1, DAX1 inh-2 0.6, ADAM10 inh -9, PLC-gamma1 inh -1, hgDAF12 agonist 0.3, ADAM17 inh -3, FXN GAA850 act -0.2 and PLCb3 inh -2.
`CCOC(=O)c1ccccc1NC(=O)COC(=O)CCNS(=O)(=O)c1ccc(C)c(C)c1` gave DAX1 inh-1 0.3, hcDAF-12 act -0.2, ssDAF12 agonist -1.2, sPLA2-III inh -29, DAX1 inh-2 -0.5, ADAM10 inh -18, PLC-gamma1 inh 1, hgDAF12 agonist -3.0, ADAM17 inh -1, FXN GAA850 act 1.4 and PLCb3 inh -4.

Screening data: PubChem, The Scripps Research Institute Molecular Screening Center
